Source: PubChem BioAssay (several laboratories)
TRPC6 inhibitor – mouse TRPC6 channel inhibition | Q61143 | HEK293-TRPC6, membrane potential dye, ACh-evoked depolarization; active compounds read low | B-score at 10 µM | actives 1.1% (n = 310,000) | AID 2553;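 active = B-score under library mean minus 3 SD, initial fluorescence not abnormally high, positive integrated signal ratio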;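 also: B-score derived from integrated fluorescence ratio over the kinetic read; more negative B-score means stronger inhibition of depolarization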
SKKanGAS inh – inhibitors of SKKanGAS S. pyogenes growth in kanamycin (SK-promoter or general growth effect). BacTiter-Glo, 6 h. actives 1.3% (n = 300,000). inhibition, % at 7.5 µM;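 active = mean replicate score, as percent of positive control median, at least 50; inconclusive = mean below 50 but one replicate at or above 50; inactive = mean and every replicate below 50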;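 also: strain carries kanamycin resistance gene driven by streptokinase promoter and grows in 40 µg/ml kanamycin; loss of luminescence reflects streptokinase promoter inhibition or plain growth inhibition; 0% = median of DMSO wells and 100% = positive control at its reference dose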
TRPC6 act – activators of mouse TRPC6 channel; HEK293-TRPC6 membrane potential dye fluorescence; active compounds read high; B-score at 10 µM; actives 0.13% (n = 310,000);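 active = B-score of the integrated fluorescence ratio above library mean plus 3 SD, and starting fluorescence ratio within library mean plus 5 SD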;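 also: higher score means more depolarization so channel activation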
MrgX1 antagonist – antagonists of human MrgX1 receptor. AID 588676. MRGX1-HEK293 calcium flux, Fluo-4, BAM8-22 antagonism; active compounds read low. Q96LB2. B-score at 10 µM. actives 1.3% (n = 310,000);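 active = calcium-response B-score plate-corrected more than 3 library SD below zero, starting fluorescence within 5 deviations, no agonist response on first addition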;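 also: peak minus trough fluorescence over baseline after final BAM8-22 challenge near maximal dose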
TRPC4 potent – TRPC4 (mouse) allosteric potentiation | HEK293 TRPC4beta/mu-opioid, DAMGO EC20, Fluo-4 Ca2+ flux; active compounds read high | actives 0.42% (n = 310,000) | Q9QUQ5 | B-score at 10 µM;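 active = B-score of calcium response area above 5 SD of library B-scores, with initial fluorescence ratio within 5 SD of library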;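 also: B-score of integrated fluorescence ratio over time as area under calcium response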
TRPC4 agonist – opens the mouse TRPC4 cation channel. Q9QUQ5. HEK293 TRPC4beta/mu-opioid, Fluo4 calcium fluorescence; active compounds read high. B-score at 10 µM. actives 0.49% (n = 310,000);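 active = B-score above 5 SD of library B-scores, and initial fluorescence ratio not above library mean plus 5 SD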;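 also: positive B-score marks a calcium rise read as TRPC4 activation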
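Incubation: 45 min room-temperature Fluo4 loading, 110 s read / System: HEK293 cells stably co-expressing mouse TRPC4beta and mu-opioid receptor / Signal: Fluo4 fluorescence, kinetic / Control set: buffer (low) and maximal DAMGO (high) / Measure: integrated baseline-normalised fluorescence ratio, converted to per-well B score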
MrgX1 PAM – allosterically activates human MrgX1 receptor signaling; B-score at 10 µM; AID 588675; actives 0.63% (n = 310,000); Q96LB2; MrgX1-HEK293, Fluo-4 calcium flux, FDSS; active compounds read high;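 active = plate-corrected calcium response at least 3 library SD above typical, normal starting fluorescence, not activating the receptor alone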;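 also: compound read alongside a low EC10 to EC30 dose of BAM8-22 agonist; peak minus trough fluorescence over baseline measured at the second addition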
TRPC4 inh – inhibitors of mouse TRPC4 channel; actives 0.39% (n = 300,000); B-score at 10 µM; Q9QUQ5; HEK293 TRPC4beta/mu-opioid, DAMGO-evoked Fluo4 calcium flux; active compounds read low;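 active = B-score over 3 SD under the library average, no early fluorescence shift, positive overall ratio signal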
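Assay system – HEK293 line stably carrying TRPC4beta and mu-opioid receptor · Doses – single dose · Detection – Fluo4 calcium-dye fluorescence, kinetic read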
TMEM16A inh – inhibitors of mouse TMEM16A calcium-activated chloride channel. Q8BHY3. actives 1.2% (n = 310,000). HEK293 TMEM16A/YFP iodide influx fluorescence, ionomycin. normalized B-score (activity score, 25-100; higher = stronger inhibition) at 10 µM;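 active = ratio plate-corrected score three or more library SD toward inhibition, starting fluorescence score within five deviations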;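 also: score derived from kinetic fluorescence span divided by baseline fluorescence per well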
Target sequence (Q8BHY3 whole entry, looked up): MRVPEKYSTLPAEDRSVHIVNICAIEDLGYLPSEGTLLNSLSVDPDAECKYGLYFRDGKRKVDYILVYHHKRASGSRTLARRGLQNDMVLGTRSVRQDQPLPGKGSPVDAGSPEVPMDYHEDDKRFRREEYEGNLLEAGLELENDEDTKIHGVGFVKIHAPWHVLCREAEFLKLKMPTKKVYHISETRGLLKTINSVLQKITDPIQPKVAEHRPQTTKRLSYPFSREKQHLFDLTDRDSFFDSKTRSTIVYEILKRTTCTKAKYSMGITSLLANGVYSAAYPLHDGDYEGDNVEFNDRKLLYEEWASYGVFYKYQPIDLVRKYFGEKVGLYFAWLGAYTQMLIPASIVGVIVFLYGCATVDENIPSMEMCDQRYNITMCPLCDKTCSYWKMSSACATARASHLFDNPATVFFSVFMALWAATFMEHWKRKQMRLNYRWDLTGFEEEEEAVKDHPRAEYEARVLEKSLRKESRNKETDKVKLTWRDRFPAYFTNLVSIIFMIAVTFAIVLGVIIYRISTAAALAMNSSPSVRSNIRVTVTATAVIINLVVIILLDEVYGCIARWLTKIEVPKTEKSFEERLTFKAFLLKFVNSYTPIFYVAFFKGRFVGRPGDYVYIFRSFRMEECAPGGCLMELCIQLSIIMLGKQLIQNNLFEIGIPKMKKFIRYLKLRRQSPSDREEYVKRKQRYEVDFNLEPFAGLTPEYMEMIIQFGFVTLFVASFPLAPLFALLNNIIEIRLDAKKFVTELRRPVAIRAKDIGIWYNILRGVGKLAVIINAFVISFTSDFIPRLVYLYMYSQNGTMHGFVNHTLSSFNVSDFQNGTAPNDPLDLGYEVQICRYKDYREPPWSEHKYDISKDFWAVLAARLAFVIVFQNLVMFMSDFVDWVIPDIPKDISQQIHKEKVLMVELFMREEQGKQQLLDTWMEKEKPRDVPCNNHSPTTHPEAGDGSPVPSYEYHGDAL
ANO1 activ – mouse TMEM16A channel activation, primary screen. Q8BHY3. HEK293 TMEM16A/YFP-H148Q/I152L, iodide quench fluorescence; active compounds read low. B-score at 10 µM. actives 0.3% (n = 340,000). AID 623877;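 active = fluorescence-ratio B-score plate-corrected deviation score at least 3 library SD below zero, with starting fluorescence score within 5 deviations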;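 also: channel opened by trigger with iodide after compound preincubation; score built on the fluorescence ratio of max minus min over baseline; more negative score means more quench and so TMEM16A activation or potentiation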
MrgX1 agonist – agonists of human MrgX1 receptor; MrgX1-HEK293 cells, Fluo-4 calcium fluorescence, agonist mode; active compounds read high; B-score at 10 µM; actives 0.44% (n = 310,000); AID 588627;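 active = calcium response B-score plate-corrected fluorescence ratio at least 3 library SD, with starting fluorescence B-score inside 5 SD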
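Test system: HEK293 cells stably expressing human MrgX1 receptor; amount: 15,000 cells per well; doses: compound delivered in addition one of three; times: overnight plating before 1 h dye loading; detection: Fluo-4 NW calcium-flux fluorescence, kinetic read; read-out basis: B-scored fluorescence response ratio; controls: positive and negative controls per plate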
Active calls of the source: *; i = inactive; ? = inconclusive.

Every second line gives: TRPC6 inhibitor | SKKanGAS inh | TRPC6 act | MrgX1 antagonist | TRPC4 potent | TRPC4 agonist | MrgX1 PAM | TRPC4 inh | TMEM16A inh | ANO1 activ | MrgX1 agonist
Cc1ccc(NC(=O)CSc2nc(C)c(Cc3ccccc3)c(=O)[nH]2)cc1C
  i | 35 | i | i | i | i | i | i | i | i | i
O=c1[nH]c(C2CCN(S(=O)(=O)c3ccc(C(F)(F)F)cc3)CC2)nc2c1nnn2Cc1cccc(F)c1
  i | 31 | i | i | i | i | i | i | i | i | i
O=C(NCCc1ccccc1F)C1CC(=O)N(c2ccccc2)C1 (configuration not stated)
  i | 15 | i | i | i | i | i | i | i | i | i
CC(C)(C)OC(=O)N/N=C\c1ccc[nH]1
  i | -9 | i | i | i | i | i | i | i | i | i
O=C(NCC(=O)N1CCN(C(c2ccccc2)c2ccccc2)CC1)c1ccc(Br)o1
  i | 3 | i | i | i | i | i | i | i | i | i
COc1ccc(C(=O)CSc2nnc(CNC(=O)c3ccc(OC)c(OC)c3)n2C)cc1
  i | 2 | i | i | i | i | i | i | i | i | i
Nc1c(C(=O)Nc2ccc(F)cc2)nnn1-c1cccc(C(F)(F)F)c1
  i | 3 | i | i | i | i | i | i | i | i | i
O=C(Nc1c(F)cc(F)cc1Br)c1cccnc1
  i | -9 | i | i | i | i | i | i | i | i | i
O=C(NNC(=S)NC(=O)c1ccc(Br)cc1)c1cccc([N+](=O)[O-])c1
  i | 102* | i | i | i | i | i | i | i | i | i
COc1ccc(N2C(=O)C3CCCN3C2c2cccc(OC)c2OC)cc1 (configuration not stated)
  i | -1 | i | i | i | i | i | i | 25* | i | i
CCN(CC)S(=O)(=O)c1ccc(OC)c(N)c1
  i | -7 | i | i | i | i | i | i | i | i | i
Nc1ccc(C(=O)N2CCN(S(=O)(=O)/C=C/c3ccccc3)CC2)cc1[N+](=O)[O-]
  i | 10 | i | i | i | i | i | i | i | i | i
CCOC(=O)/C(C#N)=C/c1cn(CCC(=O)O)nc1-c1ccccc1
  i | -7 | i | i | i | i | i | i | i | i | i
Cn1c(Cn2c(=O)sc3ccccc32)nnc1SCc1ccc(F)cc1
  i | 8 | i | i | i | i | i | i | i | i | i
COc1ccc(Cl)cc1S(=O)(=O)N1CCN(CC(=O)C(C)(C)C)CC1
  i | 1 | i | i | i | i | i | i | i | i | i
Cc1ccnc(NC(=O)c2cccc(NC(=O)Cc3ccccc3)c2)c1
  i | -9 | i | i | i | i | i | i | i | i | i
Cc1ccc(Oc2ccc(OCC(=O)NC(C)C(=O)O)cc2)cc1 (configuration not stated)
  i | 3 | i | i | i | i | i | i | i | i | i
CC(C)CN(C(=O)COC(=O)CCCc1c[nH]c2ccccc12)c1c(N)n(Cc2ccccc2)c(=O)[nH]c1=O
  i | 0 | i | i | i | i | i | i | i | i | i
Cn1cccc1CC(=O)NNC(=S)NC(=O)c1ccccc1Br
  i | ? | i | i | i | i | i | i | i | i | i
C/C(=N\NC(=O)c1ccc(Cn2cc(Br)cn2)o1)c1cccc(NC(=O)C(C)(C)C)c1
  i | 2 | i | i | i | i | i | i | i | i | i
C=CCNc1cccc(Br)c1
  i | 3 | i | i | i | i | i | i | i | i | i
Cc1ccc(C(=O)CN(C(=O)c2ccc(Cl)cc2)N2C(=O)CCC2=O)cc1
  i | 2 | i | i | i | i | i | i | i | i | i
O=C(C1CCN(S(=O)(=O)c2c(Cl)cccc2Cl)CC1)N1CCCCCCC1
  i | -8 | i | i | i | i | i | i | i | i | i
Cc1ccc(CNS(=O)(=O)c2ccc3c(c2)n(C)c(=O)c(=O)n3C)cc1
  i | 15 | i | i | i | i | i | i | i | i | i
COc1ccc(-c2nn(-c3ccccc3)cc2C(=O)N2CCOCC2)cc1
  i | -9 | i | i | i | i | i | i | i | i | i
CCC1Oc2ccccc2N(CC(=O)NCCN2C(C)CCCC2C)C1=O (configuration not stated)
  i | 4 | i | i | i | i | i | i | i | i | i
C=CCn1c(SCC(=O)c2cccs2)nc2sc(C)c(C)c2c1=O
  i | 8 | i | i | i | i | i | i | i | i | i
COc1cc(C(=O)Nc2ccc(-c3nc4cc(C)ccc4o3)c(O)c2)cc(OC)c1OC
  i | 103* | i | i | i | i | i | i | i | i | i
CCOc1ccc(S(=O)(=O)N(CC(=O)NC2CCCCC2C)Cc2ccco2)cc1 (configuration not stated)
  i | -1 | i | i | i | i | i | i | i | i | i
COc1ccc(-c2cn3ccc4ccccc4c3n2)cc1
  i | -6 | i | i | i | i | i | i | i | i | i
COC(=O)c1c(NC(=O)CCCC(=O)O)sc2c1CCC2
  i | 14 | i | i | i | i | i | i | i | i | i
Cc1cc(C)nc(OC(C(=O)O)C(OCCc2ccccc2)(c2ccccc2)c2ccccc2)n1 (configuration not stated)
  i | -8 | i | i | i | i | i | i | i | i | i
CN(C)/C=C1\N=C(c2cccnc2Oc2ccc(Cl)cc2)OC1=O
  i | -4 | i | i | i | i | i | i | i | i | i
O=S1(=O)C=C(Sc2nc3cc(Cl)ccc3o2)c2ccccc21
  i | ? | i | i | i | i | i | i | i | i | i
Clc1ccc(/C=C/c2nc(Cl)c(-c3ccc(Cl)cc3)c(Cl)n2)cc1
  i | ? | i | i | i | i | i | i | i | i | i
Cc1onc(-c2ccccc2)c1CNS(=O)(=O)c1cccc(Br)c1
  i | -4 | i | i | i | i | i | i | i | i | i
CC(=O)Nc1nc2ccc(C(=O)NCCOC(=O)C3CCCCC3)cc2s1
  i | -2 | i | i | i | i | i | i | i | i | i
O=S(=O)(NCc1cccnc1)c1cccn1-c1ncc(C(F)(F)F)cc1Cl
  i | -10 | i | i | i | i | i | i | i | i | i
CC(=O)Nc1ccccc1C(=O)C(=O)Nc1cccc(C(=O)N2CC(C)CC(C)C2)c1 (configuration not stated)
  i | -4 | i | i | i | i | i | i | i | i | i
CC1CN(C(=O)CSc2nc(-c3ccccc3)cs2)CC(C)O1 (configuration not stated)
  i | -8 | i | i | i | i | i | i | i | i | i

2 compounds picked at random from the list so far, as already listed:
Every second line gives: TRPC6 inhibitor | SKKanGAS inh | TRPC6 act | MrgX1 antagonist | TRPC4 potent | TRPC4 agonist | MrgX1 PAM | TRPC4 inh | TMEM16A inh | ANO1 activ | MrgX1 agonist
C=CCNc1cccc(Br)c1
  i | 3 | i | i | i | i | i | i | i | i | i
COc1ccc(-c2cn3ccc4ccccc4c3n2)cc1
  i | -6 | i | i | i | i | i | i | i | i | i

Next section
Every second line gives: TRPC6 inhibitor | SKKanGAS inh | TRPC6 act | MrgX1 antagonist | TRPC4 potent | TRPC4 agonist | MrgX1 PAM | TRPC4 inh | TMEM16A inh | ANO1 activ | MrgX1 agonist
CCOc1ccc(-n2cc(C(=O)Nc3cccc(Cl)c3)c3cc(OC)c(OC)cc3c2=O)cc1
  i | 13 | i | i | i | i | i | i | i | i | i
Cc1ccc2nc(-c3ccc4c(c3)OCCO4)cn2c1
  i | -9 | i | i | i | i | i | i | i | i | i
COc1ccc(CNS(=O)(=O)NCc2ccc(OC)c(OC)c2)cc1OC
  i | 7 | i | i | i | i | i | i | i | i | i
N#CC(C#N)=Cc1c[nH]c(=O)c(C#N)c1Nc1ccccc1
  i | 0 | i | i | i | i | i | i | i | i | i
Cc1cccc(CN2CCN(Cc3ccc(-n4cccn4)cc3)CC2CCO)n1 (configuration not stated)
  i | -5 | i | i | i | i | i | i | i | i | i
CCCS(=O)(=O)c1c(S(=O)(=O)CCC)c2c3ccccc3ccn2c1C(N)=O
  i | -1 | i | i | i | i | i | i | i | i | i
Cc1ccc(CN2CCC(C(=O)NCCC(C)C)CC2)o1
  i | -2 | i | i | i | i | i | i | i | i | i
COc1ccc(-c2csc3ncnc(N4CCN(S(=O)(=O)c5ccc(C(C)=O)cc5)CC4)c23)cc1
  i | 0 | i | i | i | i | i | i | i | i | i
Cc1nn(-c2ccccc2)c(N2CCCC2)c1/C=N/NC(=S)Nc1ccccc1C(F)(F)F
  i | 24 | i | i | i | i | i | i | i | i | i
Cc1cc(=O)[nH]c(SCC(=O)Nc2ccc(C)c(S(=O)(=O)N3CCCCC3)c2)n1
  i | -2 | i | i | i | i | i | i | i | i | i
COc1cccc(C2=CC(=O)CCC2)c1
  i | -1 | i | i | i | i | i | i | i | i | i
O=C(Nc1cccc2ccccc12)C(=O)C1C(=O)Nc2ccccc21 (configuration not stated)
  i | 7 | i | i | i | i | i | i | i | i | i
COc1ccc(S(=O)(=O)N2CCC[C@H]2C(=O)NCc2ccc(Cl)cc2)cc1
  i | -2 | i | i | i | i | i | i | i | i | i
COc1ccc(N2CCN(CC(O)COC(c3ccccc3)c3ccccc3)CC2)cc1 (configuration not stated)
  i | -1 | i | i | i | i | i | i | i | i | i
CCC(C)C(=O)NCCc1ccc(S(N)(=O)=O)cc1 (configuration not stated)
  i | -1 | i | i | i | i | i | i | i | i | i
CC1CC(=O)Nc2cc([N+](=O)[O-])ccc2N1 (configuration not stated)
  i | -4 | i | i | i | i | i | i | i | i | i
CCCn1c(=O)c(C(=O)c2ccccc2)nc2ccccc21
  i | 4 | i | i | i | i | i | i | i | i | i
O=C(CNCc1ccccc1)NC1C2CC3CC(C2)CC1C3 (configuration not stated)
  -5.8* | -1 | i | i | i | i | i | i | i | i | i
Cc1ccc(-c2csc3ncn(CC(=O)N4CCOCC4)c(=O)c23)cc1
  i | 7 | i | i | i | i | i | i | i | i | i
CCc1ccc(NS(=O)(=O)c2ccc3c(c2)CCN3C(=O)CCC(=O)O)cc1
  i | 7 | i | i | i | i | i | i | i | i | i
COc1ccc(C(=O)Nc2cc3c4c(c2)C(C)C(=O)N4CCC3)c(OC)c1 (configuration not stated)
  i | -6 | i | i | i | i | i | i | i | i | i
COc1ccc(Cl)cc1NC(=O)C[n+]1ccccc1
  i | -4 | i | i | i | i | i | i | i | i | i
COc1ccc(CNC(=O)c2ccc(CS(=O)(=O)c3ccc(Br)cc3)o2)cc1
  i | -6 | i | i | i | i | i | i | i | i | i
Cc1ccc(NC2CCCN(C(=O)c3cn4cccc(C)c4n3)C2)cc1C (configuration not stated)
  i | -1 | i | i | i | i | i | i | i | i | i
